# KDM5B inhibitor: Primary screen for KDM5B Histone Demethylases FDH-coupled qHTS. KDM5B demethylase, FDH-coupled NADH fluorescence (FDH is formaldehyde dehydrogenase). Potency, µM (series often up to 57.7 µM), for inactives: top-dose activity change, negative = inhibition, hits mostly inhibitors. 220,000 tested, 2.6% active. AID 1347165, 2019; active means well fitted inhibition curve with a large enough effect; inconclusive means small, poorly fitted or top-dose-only effect; inactive means no such curve, though single readings can be large or run the other way; further: 0% is about no effect; nearly all actives have a fitted effect of over 70% in size
# Target sequence (Q9UGL1 whole entry, looked up): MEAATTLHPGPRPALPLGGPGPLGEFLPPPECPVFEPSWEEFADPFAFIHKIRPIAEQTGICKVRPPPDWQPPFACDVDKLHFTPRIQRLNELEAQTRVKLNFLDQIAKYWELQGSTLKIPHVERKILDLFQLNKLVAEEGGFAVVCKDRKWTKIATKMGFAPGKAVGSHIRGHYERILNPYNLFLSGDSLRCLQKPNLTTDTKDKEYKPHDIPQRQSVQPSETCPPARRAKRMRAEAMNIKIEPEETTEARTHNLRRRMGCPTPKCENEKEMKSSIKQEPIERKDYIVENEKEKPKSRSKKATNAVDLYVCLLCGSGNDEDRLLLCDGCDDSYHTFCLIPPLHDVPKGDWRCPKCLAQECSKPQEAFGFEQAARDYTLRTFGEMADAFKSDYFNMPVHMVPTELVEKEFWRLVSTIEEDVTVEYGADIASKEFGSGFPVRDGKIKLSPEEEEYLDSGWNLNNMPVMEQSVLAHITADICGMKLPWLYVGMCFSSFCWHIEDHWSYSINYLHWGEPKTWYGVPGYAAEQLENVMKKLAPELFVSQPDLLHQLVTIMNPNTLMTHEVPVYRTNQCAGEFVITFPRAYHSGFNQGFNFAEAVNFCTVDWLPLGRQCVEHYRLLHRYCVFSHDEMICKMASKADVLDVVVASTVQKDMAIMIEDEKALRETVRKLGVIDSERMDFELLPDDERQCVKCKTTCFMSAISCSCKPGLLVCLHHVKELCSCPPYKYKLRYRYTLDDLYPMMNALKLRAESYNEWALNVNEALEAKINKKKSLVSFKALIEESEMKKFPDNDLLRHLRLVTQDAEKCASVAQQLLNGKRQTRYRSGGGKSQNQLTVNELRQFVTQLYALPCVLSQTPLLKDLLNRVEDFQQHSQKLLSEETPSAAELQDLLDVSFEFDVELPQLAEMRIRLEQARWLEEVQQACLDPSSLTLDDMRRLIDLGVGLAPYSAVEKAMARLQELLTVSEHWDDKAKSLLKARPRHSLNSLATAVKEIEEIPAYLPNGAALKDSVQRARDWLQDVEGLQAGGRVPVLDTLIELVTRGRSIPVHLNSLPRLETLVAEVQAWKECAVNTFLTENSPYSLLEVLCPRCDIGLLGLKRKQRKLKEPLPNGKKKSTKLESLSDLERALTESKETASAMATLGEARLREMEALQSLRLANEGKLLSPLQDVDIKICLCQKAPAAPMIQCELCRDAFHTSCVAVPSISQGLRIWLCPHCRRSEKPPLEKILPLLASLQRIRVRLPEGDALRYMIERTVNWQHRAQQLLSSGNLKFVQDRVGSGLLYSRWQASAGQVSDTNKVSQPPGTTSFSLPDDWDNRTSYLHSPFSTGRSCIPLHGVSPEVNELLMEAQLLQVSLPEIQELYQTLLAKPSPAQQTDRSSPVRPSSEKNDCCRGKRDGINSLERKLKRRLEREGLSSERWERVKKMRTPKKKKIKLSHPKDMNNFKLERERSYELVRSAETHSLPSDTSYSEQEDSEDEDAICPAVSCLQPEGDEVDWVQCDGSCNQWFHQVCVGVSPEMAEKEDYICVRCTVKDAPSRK
#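 qHTS format, multiple compound concentrations. Buffer 50 mM HEPES pH 7.5/0.01% Tween-20; 200 nM KDM5BΔAP final; 10 min compound preincubation; substrate-mix levels 12.5 µM peptide, 25 µM α-KG, 0.25 mM NAD⁺; 30 min RT; ΔRFU.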
# Active calls of the source: *; ? = inconclusive; [ ] = remark or other dose. Potency means the concentration at half of the fitted maximal effect. Not all compounds are listed; rates above refer to the full screens.
smiles	KDM5B inhibitor
CC(C)(C)C(=O)Nc1ccc2c(c1)CCC2	-5%
Cc1ccc(CNC(=O)c2ccc3c(c2)CN(Cc2cnn(C)c2C)CCO3)cc1	-20%
O=C(O)c1ccc(OCC2CCCCC2)cc1	18%
O=C(NCCCN1CCN(c2ccccc2F)CC1)C1COc2ccccc2C1 (stereo not drawn)	9%
CCCCCCCc1ccc(-c2ccc(OC(F)(F)F)cc2)nc1	19%
CCc1cc(=O)oc2cc(OCC(=O)NCCCN3CCCC3=O)c(Cl)cc12	?
Cc1noc(-c2ccccc2OC2CCN(C(=O)c3cc(C)[nH]n3)C2)n1 (stereo not drawn)	?
O=C(c1ccnnc1)N1C[C@@H](COCC2CC2)[C@H](c2ccccn2)C1	-4%

# Following part.
smiles	KDM5B inhibitor
Cc1ccc(-c2cnc(SCC(=O)Nc3ccccc3C)o2)cc1C	-4%
CCOc1cc(C(=O)Nc2ccc(-c3nnc4n3CCCCC4)cc2)cc(OCC)c1OCC	-1%
CCCNS(=O)(=O)c1ccc(OCC(=O)NCC2CCCO2)cc1 (stereo not drawn)	24%
Cc1ccc(CSC2=Nc3ccccc3C3=NC(CC(=O)NC4CCCCC4)C(=O)N23)c(C)c1 (stereo not drawn)	0%
COc1ccc(NC(=O)c2nnn(Cc3nc(-c4cc(OC)c(OC)c(OC)c4)oc3C)c2C)cc1Cl	?
Cc1ccc(C(C)C)c(OC(C)C(=O)NCC2(N(C)C)CCCCC2)c1 (stereo not drawn)	29%
Cc1noc(C)c1COC(=O)COc1ccc(-c2ccccc2)cc1	12%
COc1cc(OC)c(C(=O)Nc2ccc3nc(N4CCCC4)sc3c2)cc1OC	-1%

# Continuation.
smiles	KDM5B inhibitor
CN1CCC2(CCC1=O)CN(C(=O)Cn1ncnn1)CCN2C (stereo not drawn)	6%
CC(C)c1ccc(OCC(=O)Nc2c(C(=O)c3ccc(F)cc3)oc3ccccc23)cc1	-20%
CCc1cccc(C)c1NC(=O)C(C)Sc1nc2c(c(=O)[nH]1)CCCC2 (stereo not drawn)	?
CCCc1nnc([C@H]2CCN(Cc3ccc(NC(C)=O)cc3)C2)o1	?
C=CCNC1=C(Cl)C(=O)N(Cc2ccccc2)C1=O	-29%
Cc1c(-c2ccccc2F)[nH]c2ccc(CNC(=O)C3CCNC3)cc12 (stereo not drawn)	28µM*
CCOC(=O)c1cc2cc(NC(=O)C3CC(=O)Nc4ccccc43)ccc2s1 (stereo not drawn)	-11%
CCC1(O)CCCN(C(=O)c2cc(COc3ccccc3OC)[nH]n2)C1 (stereo not drawn)	-30%

# Further compounds follow.
smiles	KDM5B inhibitor
CNC(=O)[C@@H]1CN(C(=O)c2cccnc2)C[C@H]1COC	16%
CC(C(=O)NCc1cc(F)cc(F)c1)C1CCOCC1 (stereo not drawn)	-8%
COc1ccccc1OCCC(=O)NNC(=O)c1ccccc1F	26%
Cc1nsc(NC(=O)NCc2cccc(Cl)c2Cl)n1	13%
O=C(CCc1ncc(-c2ccc(F)cc2F)o1)Nc1ccccc1	6%
Cc1cc(C)c(C)c(S(=O)(=O)Nc2ccc(N)c([N+](=O)[O-])c2)c1C	-16%
C=C(C)Cn1c(SCCO)nc2c1c(=O)[nH]c(=O)n2C	21%
CNC(=O)C(C)(C)N1CCC[C@H]1C(=O)NCCc1ccccn1	15%[86.2 µM]

# Next entries follow:
smiles	KDM5B inhibitor
CCOCCCNC(=O)c1cc(-c2ccccc2)nc2ccccc12	-18%
O=C(NCC1(COc2cnccn2)C[C@@H](O)[C@@H](O)C1)c1ccno1 (stereo partly drawn)	-24%[86.2 µM]
Cc1ccc(CC(=O)NCc2nnc3cc(-c4nc(C5CC5)no4)ccn23)cc1	28µM*
CN(C)c1ccc(CN2CCC3(C2)NC(=O)c2ccccc2CO3)cc1 (stereo not drawn)	-22%
O=C(c1ccccc1)N1CCCC(n2cc(-c3nc(C4CC4)no3)nn2)C1 (stereo not drawn)	-4%
CCOc1cc(C(=O)N2CCC[C@H]2c2nc(-c3ccc(C)cc3)no2)cc(OCC)c1OCC	9%
CN(CC(=O)NC1CC1)C(=O)CSc1nnc(-c2ccc(Cl)cc2)n1C	4%
COc1ccccc1CN1CCC(n2cc[nH]c2=O)CC1	-13%[86.2 µM]

# Next part:
smiles	KDM5B inhibitor
Cc1oc(-c2nc(C#N)c(NCc3ccccc3)o2)cc1S(=O)(=O)N(C)C	?
CCOC(=O)Nc1ccc(NS(=O)(=O)c2ccccc2Br)cc1	14%
COc1ccc(-c2nc(CSCC(=O)N3CCN(c4ccccc4)CC3)c(C)o2)cc1	-22%
Fc1ccc(/C=N/Nc2cccc(Cl)c2)cc1F	-19%
CN1CCN(c2ccc(NC(=O)COc3cccc4ccccc34)cc2)CC1	7%
Cc1ccc2c(COC(=O)c3cccs3)cc(=O)oc2c1	19%
CCN(CC)c1ccc2cc(-c3nc(-c4ccccc4)no3)c(=O)oc2c1	-8%
Cc1ccc2c(Cl)cc(Cl)c(OCC(=O)N3CCCC3)c2n1	-13%

# (list continues)
smiles	KDM5B inhibitor
O=C(CCn1cnc2ccccc21)N/N=C/C=C/c1ccccc1	10%
O=C(C1CCCCC1)N1CC(F)(F)C[C@H]1c1nnc(C2CC2)o1	-3%
CCc1cnc2c(c1SCC(=O)c1ccc(OC)cc1)c(=O)n(C)c(=O)n2C	0%
CC1=NOC2(CCN(C(=O)c3ccc(C)cc3)CC2)C1	16%[86.2 µM]
CC(C)=NOc1nc(NC(=O)NS(=O)(=O)c2ccccc2Cl)nc(N(C)C)n1	-5%
Cc1cc(C)c2c(-n3cccc3)c(C(=O)NCCCN3CCCCC3)sc2n1	?
Cc1nn(CC(=O)N2CCN(c3ccccc3)CC2)c(=O)c2cccn12	-14%
CC(=O)Nc1ccc(CNC[C@H]2Cn3c(-c4ccc5c(c4)OCCO5)cnc3CO2)cc1	34%[activator][86.2 µM]

# (continued)
smiles	KDM5B inhibitor
CCC(=O)N1CCc2cc(S(=O)(=O)CCC(=O)Nc3cc(Cl)ccc3OC)ccc21	-22%
CCCc1nnc([C@H]2CCN(Cc3ncc[nH]3)C2)o1	?
Cc1cc(Cl)ccc1S(=O)(=O)N1CC(c2nc(Cc3ccccc3)no2)C1	-39%
COc1cncc([C@@H](NC(=O)Cc2cn3ccsc3n2)C2CC(O)C2)c1 (stereo partly drawn)	-13%
O=c1c2c3c(nn2ccn1Cc1ccccc1)CCCC3	-12%
CCOc1ccccc1CNc1ccc2cc(S(=O)(=O)N3CCC(C)CC3)ccc2n1	?
CC(C)CC(=O)N1CCc2c(c(-c3nncn3C(C)C)nn2C)C1	-18%
COc1ccc(C(=S)N2CCN(c3ccccc3Cl)CC2)cc1OC	?

# (continued)
smiles	KDM5B inhibitor
CC(C)NS(=O)(=O)c1ccc2nc(NC(=O)c3cncc(Br)c3)sc2c1	-13%
CC1=C[C@@H](CN2CCN(c3cnccn3)CC2)[C@H](C(C)C)C[C@H]1Cc1nnc(-c2ccc([N+](=O)[O-])cc2)o1	?
Brc1ccccc1-c1nn2c(Cn3cnc4ccccc43)nnc2s1	5%
CC1(CCCCc2ccccc2)COc2ccc(C(=O)NCc3cnccn3)cc2N1 (stereo not drawn)	-4%[86.2 µM]
O=C(NCC1CN(Cc2cccnc2)CC12CN(c1ccccc1)C2)C1CC1 (stereo not drawn)	-20%[86.2 µM]
Cc1cc(C)cc(C(=O)NCCc2c[nH]c3ccccc23)c1	13%
Cn1ccnc1C(O)(CC(=O)Nc1ccc(F)cc1)C(F)(F)F (stereo not drawn)	-14%
Cc1[nH]ncc1CNC(=O)CN1CCCc2nc(C3CC3)ncc2C1=O	-7%

# KDM5B inhibitor: hit marks shown above.
smiles	KDM5B inhibitor
Cc1c(-c2ccccc2F)[nH]c2ccc(CNC(=O)C3CCNC3)cc12 (stereo not drawn)	28µM*
Cc1ccc(CC(=O)NCc2nnc3cc(-c4nc(C5CC5)no4)ccn23)cc1	28µM*

# Carrying on.
smiles	KDM5B inhibitor
O=C(O)CCn1c(=O)cc(C(F)(F)F)c2cn(C3CCCC3)nc21	?
Cc1ccc(CC(=O)N(CC#N)C2CC2)s1	-17%
CCCn1nc(C(=O)OCC(N)=O)c2ccccc2c1=O	-3%
COc1cccc2sc(N3CCN(C(=O)CS(=O)(=O)c4ccc(Cl)cc4)CC3)nc12	-24%
O=C(NC[C@H]1O[C@@H](CC(=O)N2CCc3ccccc32)[C@H](O)[C@@H]1O)Nc1cccc(F)c1	-23%[86.2 µM]
O=C(c1ccc(OC(F)F)cc1)N1CCC(NS(=O)(=O)c2cccs2)CC1	-7%
COc1ccc(C(=O)n2nc(-c3ccco3)nc2NCc2cccs2)cc1OC	?
CCn1ccnc1CN(C)C(=O)c1cc(-c2cnc(N)nc2)nc2c(C)cccc12	28µM*

# The listing continues.
smiles	KDM5B inhibitor
CCn1nc(CC(C)C)cc1C(=O)N(C)Cc1noc2c1CCCC2	-17%
COc1ccc(C(=O)N[C@H](C(=O)NCc2ccccc2)C(C)C)cc1	10%
Cc1[nH]c(C)c2c(=O)n(Cc3ccccc3Cl)ncc12	-8%
Cc1noc2nc(C(C)C)cc(C(=O)NC3CCCc4c3[nH]c3ccccc43)c12 (stereo not drawn)	?
COc1ccc(C2CC(=O)Nc3c2ncn3-c2cccc(C(F)(F)F)c2)cc1OC (stereo not drawn)	?
CCOC(=O)C1CCN(C(=O)CC(c2ccc(OC)c(OC)c2)c2c[nH]c3c(CC)cccc23)CC1 (stereo not drawn)	-3%
CNCc1ccc(OCc2cccc(Cl)c2)c(OC)c1	14%
COc1ccc(Cn2c(C3CCN(C(=O)c4cccc(OC)c4)CC3)n[nH]c2=O)cc1	23%

# Continued:
smiles	KDM5B inhibitor
O=C(NCCc1ccccc1)c1ccc(CSc2nc3cccnc3n2Cc2ccccc2F)cc1	?
O=C(NCCC12CC3CC(CC(C3)C1)C2)c1cccs1	-12%
CC(C)N(Cc1ccccc1)C(=O)Cn1ncc2c3ccccc3n(Cc3ccccc3)c2c1=O	?
Cc1c(Cl)cccc1NC(=O)CSc1nc2ncccc2o1	-9%
Cc1ccc(-c2ccc(=O)n(Cc3ccc(Cl)cc3)n2)cc1S(=O)(=O)N1CCCC1	-8%
Cc1ccc(NC(=O)c2ccc3c(c2)N(C)C2CCCN2C3=O)cc1F (stereo not drawn)	?
Cc1cc(C(=O)N2CCc3ncnc(N4CCOCC4)c3CC2)n(C)n1	34%[activator]
O=C(CN1C(=O)/C(=C/c2cccc(Br)c2)SC1=S)NCCCN1CCOCC1	-3%

# Further structures follow:
smiles	KDM5B inhibitor
Oc1ccc(-c2nc(C3CC3)nc3c2CN(Cc2ccccc2)CC3)cc1	?
CC1CCCN(c2nc(-c3ccc(Cl)cc3)nc3ccccc23)C1 (stereo not drawn)	-7%
C[N+](C)(CC(=O)c1ccccc1)Cc1ccccc1	15%
CCNS(=O)(=O)c1ccc(C)c(C(=O)N2CCCC2c2ccc(OC)c(OC)c2)c1 (stereo not drawn)	-13%
Cc1nc(C)c(C(=O)N2CCCN(S(=O)(=O)c3ccccc3)CCC(=O)NCC2)s1	-13%
CCc1nn2c(=O)cc(CNc3ccccc3NC(=O)c3ccccc3)nc2s1	13%
CCCOc1ccccc1C(=O)Nc1nonc1CC	-18%
CCC(CC)C(=O)N1CCC2(CC1)CC(N(Cc1ccc(F)cc1)C1CC1)CCO2 (stereo not drawn)	-13%

# Going on with the list.
smiles	KDM5B inhibitor
COc1ccc(-n2nc(C3CCCN(C(=O)c4ccc(C(F)(F)F)cc4)C3)[nH]c2=O)cc1 (stereo not drawn)	10%
COc1ccc(-c2cc(-c3ccncc3)c3cncn3c2)cn1	?
O=[N+]([O-])c1cc(C(F)(F)F)ccc1NC1CCN(Cc2ccccc2)CC1	2%
O=C(CSc1nnnn1C1CCCC1)Nc1ccccc1F	24%
CC(C)Cc1cnc(-c2cccnc2)[nH]1	1%[230 µM]
Clc1ccc(CN2CCC(CNc3ncnc4onc(-c5ccc(Cl)cc5)c34)CC2)cc1	-10%
COc1cc(CNC(=O)c2cc3n(n2)CCCN(Cc2cccc(F)c2)C3=O)cc(OC)c1OC	15%
CCOC(=O)c1cc(S(=O)(=O)N(C)CC(=O)N2CCN(c3ccc(Cl)cc3)CC2)cn1C	-14%

# (list continues)
smiles	KDM5B inhibitor
O=C(NCc1nnc2ccc(-c3ccc(Cl)cc3)nn12)c1cccc(Cl)c1	22µM*
Nc1cc(Nc2ccc(Br)cc2)nc(N)n1	-15%
Oc1ccc([S+]2CCCC2)c2ccccc12	?
CN(C)C[C@@H]1CN(Cc2cccnc2)C[C@H]1NC(=O)c1ccccc1Cl	4%
CN1CCN(C(=O)c2ccccc2NC(=O)c2ccccc2Br)CC1	13%
Cc1ccc(Nc2nnc(SCC(=O)N3CCOCC3)s2)c(C)c1	17%
O=C(O)[C@]12CCCN(Cc3ncc[nH]3)[C@@H]1CCN(Cc1ccncc1)C2	?
Cc1cccc(NC2=C(C(N)=O)S(=O)(=O)c3ccccc32)c1	?

# (next part)
smiles	KDM5B inhibitor
CN(C(=O)c1cc2cccc([N+](=O)[O-])c2[nH]1)C1CCCCCC1	9%
Cc1ccc(OCC(=O)Nc2ccc(Cl)c(-c3nc4ncccc4o3)c2)c(C)c1	?
Cc1oc(C(O)c2ccccc2)nc1C(=O)Nc1ccc2c(c1)CNC2=O (stereo not drawn)	?
O=C(CCc1nc(-c2ccccn2)no1)NCc1ccc2c(c1)OCO2	11%
O=C(CCc1ncc(-c2ccccc2F)o1)N1CCN(S(=O)(=O)c2ccccc2Cl)CC1	5%

# An excerpt of these results, with the structure last:
KDM5B inhibitor	mol
-14%	Cn1ccnc1C(O)(CC(=O)Nc1ccc(F)cc1)C(F)(F)F (stereo not drawn)
-7%	Cc1[nH]ncc1CNC(=O)CN1CCCc2nc(C3CC3)ncc2C1=O
?	O=C(O)CCn1c(=O)cc(C(F)(F)F)c2cn(C3CCCC3)nc21

# Screening data as filed in PubChem.
